Assay outcomes from PubChem BioAssay.
HepG2 viability: qHTS for Inhibitors of TGF-b: Cytotox Counterscreen | Potency, µM (series often up to 46.1 µM), for inactives: at the top dose activity change, negative = cytotoxicity, actives largely listed as cytotoxic | hit rate 0.76% among 410,000 | HepG2 CAGA-GFP viability, ATP luminescence, 18 h; further: potency means the concentration at half of the fitted maximal effect; some results filed as inactive show a strong effect at the top dose
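CellTiter-Glo luminescence gave cytotoxicity after 18 hours at 37 degrees C. The cells were HepG2 CAGA-GFP in 1% FBS DMEM, stimulated with 500 pg/mL TGF-beta after compound addition. %Activity was normalised to no-cell wells (complete cell-killing) and DMSO (no toxicity), and curves were fitted and classified.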
HT1080-NT tox: qHTS for induction of synthetic lethality in tumor cells producing 2HG: qHTS for the HT-1080-NT fibrosarcoma cell line; HT-1080-NT fibrosarcoma viability, CellTiter-Glo ATP luminescence, 48 h; Potency, µM (highest dose often 46.1 µM), without a hit: at the highest dose activity, negative = less viability, actives largely listed as cytotoxic; hit rate 1.6% among 360,000;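 further: NT is the 2HG producing partner of a matched IDH1 knockdown line; potency means the concentration at half of the fitted maximal effect; 0% = DMSO-treated cells and -100% = media-only wells without cells; nearly all actives have a fitted effect of over 55% in size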
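Viability by CellTiter-Glo luminescence after 48 h compound exposure at 37C of HT-1080-NT cells (750/well, RPMI, 5% FBS). % activity scaled between DMSO wells and medium-only wells, then curve-fitted and categorized by curve class.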
SW480 rerep: A quantitative high throughput screen for small molecules that induce DNA re-replication in SW480 colon adenocarcinoma cells | SW480 DNA re-replication, Hoechst DNA content imaging, 48 h | Potency, µM (highest dose often 46.1 µM), for the others: at the highest dose re-replication activation, actives largely listed as activators | hit rate 1.8% among 340,000 | AID 624297, 2012; further: potency means the concentration at half of the fitted maximal effect; % of control where 0% means no effect; nearly all actives have a fitted effect of over 55% in size
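Cells (250 per well) received 23 nL compound or DMSO by pin tool and were kept 48 hr at 37 C, 5% CO2. Nuclei were then stained with Hoechst for 40 min and scanned for DNA content.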
ATXN2 expr inh: Primary qHTS for Inhibitors of ATXN expression; HEK-293 ATXN2-luciferase reporter, luminescence, 24 h; Potency, µM (top dose mostly 57 µM), inactives show at the highest dose activity change, negative = inhibition, actives largely listed as inhibitors; hit rate 0.72% among 360,000; further: potency means the concentration at half of the fitted maximal effect; on the % scale 0 is the no-effect control and ±100 the full control effect; nearly all actives have a fitted effect of over 55% in size
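qHTS (up to 57 uM final) was run with 24 h compound exposure of reporter cells at 37 °C. Each well was multiplexed: SteadyGlo luminescence measured ATXN2-luciferase expression after a fluorogenic Gly-Phe-AFC viability readout (25 uM final).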
KB-3-1 cytotox: qHTS assay for MDR1-selective chemotherapeutics: Primary screen using the parental adenocarcinoma cell KB-3-1; Potency, µM (titrated, usually from 46.1 µM), for inactives: at the highest dose activity change, negative = cytotoxic, actives largely listed as cytotoxic; KB-3-1 viability, CellTiter-Glo ATP luminescence, 72 h; hit rate 1.4% among 400,000; further: potency means the concentration at half of the fitted maximal effect; on the % scale 0 is the no-effect control and ±100 the full control effect; nearly all actives have a fitted effect of over 60% in size
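Screening of KB-3-1 cells (DMEM, 10% FBS, phenol-red free) ran from lowest to highest compound concentration; after 72 h at 37 °C viability was read luminescently and curves fitted.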
S2 tox: Viability Counterscreen for Primary qHTS for Inhibitors of ATXN expression. S2 cells (HEK-293 line with an ATXN2-luciferase reporter) viability, CellTiter-Fluor protease fluorescence, 24 h. Potency, µM (series often up to 56.7 µM), hits mostly cytotoxic. hit rate 0.49% among 400,000. AID 651635, 2014; further: potency means the concentration at half of the fitted maximal effect; nearly all actives have a fitted effect of over 40% in size
MCF10A rereplic: A quantitative high throughput screen for small molecules that induce DNA re-replication in MCF 10a normal breast cells; MCF 10A DNA re-replication, Hoechst nuclear intensity, 48 h; Potency, µM (highest dose often 46.1 µM), for inactives: at the top dose activity, positive = re-replication, actives largely listed as activators; hit rate 2.9% among 350,000; AID 624296, 2012; further: potency means the concentration at half of the fitted maximal effect; % of control where 0% means no effect; nearly all actives have a fitted effect of over 50% in size
HT1080 IDH1KD tx: qHTS for induction of synthetic lethality in tumor cells producing 2HG: qHTS for the HT-1080-IDH1KD cell line; HT-1080 IDH1 knockdown viability, ATP luminescence, 48 h; Potency, µM (highest dose often 46.1 µM), without a hit: at the top dose activity, negative = toxicity, most hits filed as cytotoxic; hit rate 2% among 360,000; AID 686971, 2013;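 further: potency means the concentration at half of the fitted maximal effect; 0% = DMSO wells and -100% = cell-free medium wells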
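Assay cells: HT-1080 with IDH1 knockdown, 750 per well, RPMI/5% FBS. Exposure: 48 h at 37 °C following 2 h pre-incubation. Read: CellTiter-Glo luminescence; fitted concentration-response, curve class assigned.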
IL1B secr inh: qHTS for Inhibitors of Inflammasome Signaling: IL-1-beta AlphaLISA Primary Screen; activity change, % at 57.5 µM; hit rate 4.7% among 360,000; THP-1 LPS/ATP IL-1B secretion, AlphaLISA, 16 h; stronger effect = lower value; in the data active means activity change below about -50%; inconclusive means mostly about -30% to -49%; further: on the % scale 0 is the no-effect control and ±100 the full control effect
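THP-1 cells pretreated 1 hr with compounds (up to 57.5 uM final), then stimulated with LPS (250 ng/mL final) plus ATP (1.25 mM final); secreted IL-1B measured by AlphaLISA after 16 hr, decreased signal indicating inhibition.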
An asterisk follows results filed as active; i = inactive; ? = inconclusive; . = not tested or not shown; [ ] = dose if it differs, or a comment. Unless noted, the call rests on the fitted dose curve; in most records, active means well fitted curve in the direction sought with a large enough effect; inconclusive means small, poorly fitted or top-dose-only effect, or another doubt; inactive means no such curve, though single readings can be large; an effect the other way counts as inactive or inconclusive.

mol	HepG2 viability	HT1080-NT tox	SW480 rerep	ATXN2 expr inh	KB-3-1 cytotox	S2 tox	MCF10A rereplic	HT1080 IDH1KD tx	IL1B secr inh
Cc1cc(C)c(S(=O)(=O)N2C[C@H]3CON(C)[C@H]3C[C@H]2c2ccc(N3CCCCC3)cc2)c(C)c1	-9%	-4%	.	-17%	0%	i	.	-21%	5
O=C(CCNS(=O)(=O)c1cccc2nsnc12)NCc1ccccc1Cl	3%	0%	6%	1%	?	i	9%	8%	0
O=C(NC1CCC(O)CC1)c1cccc2cccnc12 (configuration not stated)	-15%	-13%	-17%	-6%	-3%	i	0%	-1%	-3
COc1ccc(C(=O)OCC(=O)Nc2ccc3[nH]c(=O)[nH]c3c2)c(OC)c1OC	7%	8%	-10%	4%	14%	i	-2%	5%	-7
CCN(CC(=O)Nc1ccccc1OC)C(=O)CN1C(=O)NC(C)(c2ccc(C)cc2)C1=O (configuration not stated)	-2%	-1%	-10%	-4%	13%	i	10%	9%	27
CCOC(=O)COc1ccc(/C=C2/SC(=Nc3ccccc3)N(Cc3cccnc3)C2=O)cc1OC	12%	-15%	-15%	-8%	-3%	i	29%	-28%	?
COc1ccc(C(=O)O/N=C2\CCS(=O)(=O)c3sccc32)cc1	1%	-8%	-61%[inhibitor]	-12%	-1%	i	7%	12%	29
O=C(Cc1ccc([N+](=O)[O-])cc1)NCCc1ccc2c(c1)OCO2	-12%	0%	-4%	-17%	-5%	i	1%	0%	0
COCCNc1ncnc2c1ncn2[C@H]1CN(Cc2ccc3c(c2)OCO3)C[C@@H](CO)O1	-2%	6%	.	12%	0%	i	.	25%	32
Cc1ccc(-c2nc3c(Cl)cc(C(F)(F)F)cn3c2Cc2ccccc2C(F)(F)F)cc1	.	10%	.	16%	14%	i	.	5%	18
Cc1cc(O)cc(O)c1C(=O)Cc1ccccc1	-8%	-1%	-7%	13%	-3%	i	-2%	-11%	-20
COc1ccc(N=c2scc(C)n2CCCN2CCCC2=O)cc1	5%	10%	-6%	1%	-4%	i	-1%	19%	15
COC(=O)c1ccccc1NC(=O)c1noc2c1CCCC2	-3%	?	1%	23%	-19%	i	1%	?	49
CCOC(=O)c1nn(-c2ccccc2F)c2nc(Nc3ccccc3)cc(=O)n12	-11%	7%	-58%[inhibitor]	-8%	2%	?	-37%[inhibitor]	11%	1
c1ccc(-c2nc3cccnc3nc2-c2ccccc2)cc1	-2%	-2%	-5%	-9%	-6%	?	1%	1%	14
CN(CCc1ccccc1)C(=O)c1ccc(NC(=O)Cc2ccc(NC(=O)C3CCCN(C(=O)c4ccccc4)C3)cc2)cc1 (configuration not stated)	-4%	-1%	?	3%	?	i	11%	-26%	0
O=C(O)CSc1cc(C(F)(F)F)nc(-c2ccccn2)n1	-1%	-3%	-2%	1%	-3%	i	11%	-3%	38
CCOC(=O)c1sc2nc(N3CCOCC3)c3c(c2c1N)CCN(Cc1ccccc1)C3	-4%	0%	?	-15%	14%	i	?	-3%	-24
Cc1ccc2c(c1)nnn2C1CCN(CC(=O)Nc2ccc3c(c2)OCCO3)CC1	-20%	-11%	1%	-5%	0%	i	2%	-4%	-14
CC1CN(S(=O)(=O)c2cccc(C(=O)NCc3ccc4c(c3)OCO4)c2)CC(C)O1 (configuration not stated)	-12%	-16%	1%	-12%	2%	i	12%	-13%	2
Cc1nn(C)c(C)c1CN(C)S(=O)(=O)c1ccc2ccccc2c1	-39%	-13%	-3%	-19%	-6%	i	20%	2µM*	-14
CCc1ccc2c(c1)/C(=C/C(=O)c1cccs1)C(=O)N2	11µM*	?	9.2µM*	?	?	.	?	?	-106*
COC(=O)CCSCc1cn2cc(Cl)ccc2n1	9%	26%	-4%	-15%	-5%	i	-1%	18%	0
CC(=O)Nc1ccc(NC(=O)COC(=O)C2(c3ccc(Cl)cc3)CCCC2)cc1	-36%	-25%	2%	-26%	-2%	i	3%	?	-4
O=C(Cc1ccccc1)NCC(=O)N1CCC2(CC1)NCCc1[nH]cnc12	-1%	1%	-13%	.	0%	i	4%	7%	-1
O=C(Nc1cc(S(=O)(=O)N2CCOCC2)ccc1N1CCCC1)c1ccc2c(c1)S(=O)(=O)c1ccccc1C2=O	14%	0%	-4%	.	4%	i	2%	-23%	?
Cc1ccsc1C(=O)Nc1ccc(O)c(-c2nc3ccccc3s2)c1	-35%	-17%	6%	-7%	2%	.	?	-1%	2
CC(C)(C)C1CCc2c(sc3nc(SCC(=O)O)nc(N)c23)C1 (configuration not stated)	4%	?	?	-19%	11%	i	?	?	0
O=C(CSc1nc2ccccc2s1)Nn1cnnc1	10%	2%	?	0%	-18%	i	?	-7%	22
CCN(C(=O)COC(=O)Cn1c(=O)oc2ccccc21)c1c(N)n(Cc2ccccc2)c(=O)[nH]c1=O	10%	-1%	-7%	1%	-4%	i	3%	-3%	6
CCn1nnc2cc(C(=O)Nc3cc(OC)cc(OC)c3)ccc21	3%	4%	-22%	45%[activator]	23%	i	-9%	8%	-20
CCN(CC)C(=O)C1CCCN(Cc2sccc2C)C1 (configuration not stated)	-1%	3%	-4%	-6%	6%	i	5%	2%	-3
CN1CCN(S(=O)(=O)c2ccc(Br)c3nsnc23)CC1	-4%	0%	2%	-8%	-6%	i	7%	13%	?
COc1ccc(C)cc1NC(=O)NC1CC(=O)N(c2ccc3c(c2)OCCO3)C1 (configuration not stated)	11µM*	1%	.	.	2%	i	.	0%	-2
CCCCN1C2CCCC1CC(NC(=O)c1cccc(Cl)c1)C2 (configuration not stated)	-39%	12%	0%	-31%	6%	i	-7%	-3%	0
Cc1cc(=O)n(CC(=O)NC2CC2)c2c1c(C)nn2-c1ccccc1	2%	8%	-8%	15%	25%	i	8%	4%	26
Cc1nc2c(C)cccn2c(=O)c1NC(=O)c1ccc(Br)o1	0%	-4%	24%	-13%	-1%	i	-3%	1%	7
CCN(CC)c1ccc2c(C)c(Cl)c(=O)oc2c1	-5%	-12%	?	18%	-5%	.	4.1µM*	-4%	19
Cc1cc(C)cc(NC(=O)C2C3C=CC4(O3)C2C(=O)N(CCCN2CCCC2)C4C(=O)NC2CCCC(C)C2C)c1 (configuration not stated)	-12%	-8%	-4%	-7%	0%	?	0%	-3%	?
CCC[n+]1c(C)sc2c(OC)ccc(OC)c21	-18%	0%	-2%	-2%	-5%	i	2%	0%	-24
Cc1ccc(S(=O)(=O)N2CCN(C(=S)NCC3CCCO3)CC2)cc1 (configuration not stated)	4%	5%	-1%	1%	3%	i	0%	-2%	3
OC(COC(c1ccc(F)cc1)c1ccc(F)cc1)CN1CCc2ccccc2C1 (configuration not stated)	-75%	-2%	?	-18%	-12%	i	?	-13%	-72*
Cc1c(NC(=O)COC(=O)/C=C/c2cccc(Br)c2)c(=O)n(-c2ccccc2)n1C	-2%	8%	-19%	3%	-11%	i	1%	11%	-18
Cc1cccc(-c2cccc3nccn23)c1	-1%	3%	.	2%	0%	i	.	0%	5
Nc1cc(C(F)(F)F)cc2c1SCC(=O)N2	10%	-5%	-4%	-10%	-5%	i	2%	0%	-6
CC(=O)c1cccc(NC(=O)NC2CCCCCCC2)c1	7%	1%	3%	38%[activator]	-2%	i	1%	0%	21
Cc1cc(F)ccc1NCc1ccc([N+](=O)[O-])cc1	3%	-22%	3%	27%	11%	i	?	-19%	0
CCc1nnc(NC(=O)NC(C)(C)C)s1	10%	13%	-5%	23%	6%	i	-1%	10%	26
CN1CCN(c2ccc(S(=O)(=O)N3CCCCC3)cc2NC(=O)c2ccc(C#N)cc2)CC1	0%	15%	-6%	9%	27%	i	2%	9%	15
C=C(C)CNC(=S)N/N=C/c1ccco1	-9%	-29%	0%	2%	8%	i	1%	-21%	-7

Next section
mol	HepG2 viability	HT1080-NT tox	SW480 rerep	ATXN2 expr inh	KB-3-1 cytotox	S2 tox	MCF10A rereplic	HT1080 IDH1KD tx	IL1B secr inh
CC(C)C1Nc2c(C(=O)O)cccc2C(Nc2ccccc2C(=O)O)C1(C)C (configuration not stated)	3%	-11%	-2%	-22%	2%	i	-3%	0%	23
COc1ccc(NC(=O)CC2C(=O)N(c3ccc(OC)cc3)C(=O)N2CCN2CCN(C)CC2)cc1 (configuration not stated)	-7%	7%	-11%	2%	-1%	i	-3%	-17%	23
O=C(Nc1ccccc1C(F)(F)F)c1cc(-c2cccc(O)c2)on1	-8%	4%	-9%	20%	6%	i	2%	2%	-8
COC(=O)c1[nH]c2cc(C)ccc2c1NC(=O)CN1CCCc2ccccc21	-5%	-4%	19%	57%[activator]	-12%	i	?	-2%	-27
CC(NC(=O)c1ccc(S(=O)(=O)NCc2ccco2)cc1)c1ccc(F)cc1 (configuration not stated)	-10%	-3%	1%	-13%	-2%	i	8%	-1%	2
CC(=O)c1ccc(OC2(C)CCN(Cc3cc4ccccc4[nH]3)C2)cc1 (configuration not stated)	-23%	-24%	.	-13%	0%	i	.	-8%	17
CCOC(=O)C1CCN(C(=O)COc2ccc(Cl)cc2Cl)CC1	4%	-3%	-10%	-1%	8%	i	3%	-3%	-12
CCOC(=O)Cn1nc(C)c(NC(=O)CCc2ccccc2)c1C	1%	-3%	-11%	3%	23%	i	3%	1%	0
